TROY signal inh: blocks TROY-dependent signaling in reporter cells. Q293 LMP1-TROYcd NF-kB luciferase reporter, 4 h. inhibition, % at 10 µM. actives 0.98% (n = 360,000). AID 1347056;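 active = compounds whose plate-normalised and pattern-corrected inhibition of the luciferase reporter signal at the single screening dose is 50% or more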
ABHD5 PLIN5 PPI: ABHD5-PLIN5 protein interaction inhibition | actives 0.78% (n = 360,000) | inhibition, % at 4 µM | Q00G26+Q8WTS1 | Split G. princeps luciferase complementation, luminescence, 4 h;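 active = inhibition above the mean inhibition across every tested compound plus 3 SD, cut at about 22% in these data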;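 note: 0% = DMSO only wells and the 100% control is not disclosed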
NOD2 RIPK2 PPI: blocks binding of human NOD2 to RIPK2 | O43353 | CHO BLA complementation NOD2-RIPK2, CCF4 ratio | inhibition, % at 4.98 µM | actives 0.38% (n = 360,000) | AID 624267; in the data active = inhibition above about 21%;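 note: 0% = vehicle only and 100% = reference blocker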
SRC3 inh: inhibits human SRC3 coactivator; actives 0.17% (n = 360,000); inhibition, % at 3.6 µM; HEK293 GAL4-SRC3 luciferase reporter, luminescence;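 active = inhibition above a per-campaign cutoff, the mean of all compounds plus 3 SD, cut at about 60% in these data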;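 note: 0% = DMSO-treated cells and 100% = gossypol-treated cells at 36 µM; higher means less SRC3-driven luciferase light from the GAL4 reporter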
NR5A2 inv ag: inverse agonists of human LRH-1 (NR5A2); O00482; HEK293T StAR-luciferase reporter, LRH-1 transfected, 24 h; actives 0.13% (n = 360,000); inhibition, % at 3.6 µM;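 active = inhibition above the mean inhibition of all tested compounds plus 3 SD, cut at about 73% in these data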;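 note: 0% = DMSO wells and 100% = reporter-only cells lacking LRH-1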
SRC2 inh: inhibits human steroid receptor coactivator 2. inhibition, % at 9 µM. actives 0.17% (n = 370,000). HEK293 GAL4-SRC2 luciferase reporter, luminescence. Q15596;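 active = inhibition above the mean inhibition of all tested compounds plus 3 SD, set per campaign, cut at about 52% in these data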;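 note: 0% = DMSO treated cells and 100% = cells given Gossypol at 36 µM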
Target sequence (Q15596 whole entry, looked up, the tested form may be a part): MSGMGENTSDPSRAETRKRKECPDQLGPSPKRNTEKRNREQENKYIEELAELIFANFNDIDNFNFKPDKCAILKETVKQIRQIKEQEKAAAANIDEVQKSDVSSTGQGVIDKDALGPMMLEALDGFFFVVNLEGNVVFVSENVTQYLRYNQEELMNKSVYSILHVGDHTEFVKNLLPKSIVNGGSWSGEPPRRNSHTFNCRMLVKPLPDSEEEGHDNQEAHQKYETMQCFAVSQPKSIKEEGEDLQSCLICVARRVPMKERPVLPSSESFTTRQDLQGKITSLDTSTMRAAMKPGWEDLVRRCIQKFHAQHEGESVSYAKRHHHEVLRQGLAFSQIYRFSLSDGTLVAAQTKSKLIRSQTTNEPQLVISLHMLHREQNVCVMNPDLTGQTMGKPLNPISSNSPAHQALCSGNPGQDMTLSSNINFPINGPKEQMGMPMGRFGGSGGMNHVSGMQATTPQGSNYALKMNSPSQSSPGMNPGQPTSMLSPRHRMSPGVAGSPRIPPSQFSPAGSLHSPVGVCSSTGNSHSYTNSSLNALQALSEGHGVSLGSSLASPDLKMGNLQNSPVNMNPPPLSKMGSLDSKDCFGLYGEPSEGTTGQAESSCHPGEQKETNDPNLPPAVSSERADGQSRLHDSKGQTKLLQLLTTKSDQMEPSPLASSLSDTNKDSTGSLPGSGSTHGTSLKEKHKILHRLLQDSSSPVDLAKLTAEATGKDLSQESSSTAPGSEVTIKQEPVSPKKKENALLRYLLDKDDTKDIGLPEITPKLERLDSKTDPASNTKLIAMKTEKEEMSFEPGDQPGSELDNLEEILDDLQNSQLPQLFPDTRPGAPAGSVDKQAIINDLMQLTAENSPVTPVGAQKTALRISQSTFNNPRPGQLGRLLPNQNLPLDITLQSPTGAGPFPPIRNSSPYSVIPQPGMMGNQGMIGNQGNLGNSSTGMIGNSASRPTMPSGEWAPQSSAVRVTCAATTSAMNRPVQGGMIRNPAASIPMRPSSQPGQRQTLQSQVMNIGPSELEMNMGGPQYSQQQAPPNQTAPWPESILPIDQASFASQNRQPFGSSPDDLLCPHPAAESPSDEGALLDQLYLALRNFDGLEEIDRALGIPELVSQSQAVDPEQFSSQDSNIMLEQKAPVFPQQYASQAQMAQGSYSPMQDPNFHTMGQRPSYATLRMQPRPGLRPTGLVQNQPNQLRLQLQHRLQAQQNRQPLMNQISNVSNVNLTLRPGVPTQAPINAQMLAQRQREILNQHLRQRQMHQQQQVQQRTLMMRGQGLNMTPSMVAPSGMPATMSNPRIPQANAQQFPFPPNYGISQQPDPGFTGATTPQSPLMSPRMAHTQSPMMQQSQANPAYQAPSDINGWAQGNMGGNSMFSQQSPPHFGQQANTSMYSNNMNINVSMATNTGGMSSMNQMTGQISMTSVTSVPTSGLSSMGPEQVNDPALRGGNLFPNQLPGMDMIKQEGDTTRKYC
COUP-TFII inh: inhibitors of human COUP-TFII (NR2F2). HEK293T NGFI-A luciferase reporter, luminescence. P24468. inhibition, % at 8.6 µM. AID 686940. actives 0.7% (n = 370,000);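 active = inhibition above a per-plate cutoff, mean inhibition of test wells between control levels plus 3 SD, cut at about 38% in these data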;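 note: cells cotransfected with COUP-TFII expression vector driving the NGFI-A reporter; 0% = median of COUP-TF2 test wells and 100% = reporter-only cells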
TWEAK Fn14 block: TWEAK-Fn14 signaling inhibition; TWEAK-stimulated Fn14 reporter cells, luciferase luminescence, 8 h; inhibition, % at 10 µM; actives 2% (n = 360,000); in the data active = inhibition above about 50%
TLR9-MyD88 block: TLR9-MyD88 interaction inhibition. Q9NR96+Q99836. CHO BLA complementation TLR9-MyD88, CCF4 FRET ratio. inhibition, % at 4.98 µM. actives 0.21% (n = 340,000). AID 504734;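 active = inhibition above the mean over all tested compounds plus 3 SD, cut at about 21% in these data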;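 note: 0% = DMSO only wells and 100% = clavulanate BLA inhibitor control wells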
SRC1 inh: inhibitors of human steroid receptor coactivator 1 (SRC1). Q15788. HEK293 GAL4-SRC1 luciferase reporter, luminescence. actives 0.12% (n = 360,000). inhibition, % at 3.6 µM. AID 588354;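 active = inhibition above the campaign mean plus 3 SD, with each screening campaign given its own cutoff, cut at about 60% in these data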;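 note: 0% = DMSO treated cells and 100% = gossypol at 36 µM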
Exocytosis inh: blocks lytic granule exocytosis | TALL-104 LAMP-1 surface exposure, flow cytometry; cells stimulated with thapsigargin and PMA | inhibition, % at 10 µM | actives 0.66% (n = 360,000) | AID 651702;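 active = inhibition above about 55%, limit read from the data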
Starred values were filed as active, the others as inactive; · = not tested or not shown. These rows are one share of the data; the hit share may differ from the screen's.

Compound,TROY signal inh,ABHD5 PLIN5 PPI,NOD2 RIPK2 PPI,SRC3 inh,NR5A2 inv ag,SRC2 inh,COUP-TFII inh,TWEAK Fn14 block,TLR9-MyD88 block,SRC1 inh,Exocytosis inh
Nc1ncc(Br)cc1S(=O)(=O)NCCC(=O)N1CCN(c2ncccn2)CC1,8,3,-2,2,-5,16,9,-5,1,0,-1
CCN(CC)CCOc1ccc(Br)cc1,-8,5,0,17,7,0,5,0,1,-3,-7
CCC(C)NC(=O)c1csc2c1CCCCC2 (stereo unspecified),-30,0,-3,3,-11,-12,-7,-14,8,-16,-1
Cc1cc(C)cc(NC(=O)CCN2C(=O)c3ccccc3S2(=O)=O)c1,-11,7,1,-22,-18,-6,4,-4,1,16,-2
O=S(=O)(c1ccc(Cl)s1)N1CCN(C/C=C/c2ccccc2)CC1,12,-3,2,11,16,-19,-18,-13,4,1,-2
Cc1c(C(=O)O)cccc1-c1ccc(/C=C2\SC(=O)NC2=O)o1,-30,-12,7,-16,-24,12,8,-10,0,-14,7
CC1CC(C)CN(CCCNC(=O)c2csc3c2CCCCC3)C1 (stereo unspecified),13,-3,7,10,14,15,1,1,2,-12,0
CCN(c1ccccc1)S(=O)(=O)c1ccc(C(=O)NCC(=O)Nc2ccc(F)c(F)c2F)cc1,12,2,-5,7,-15,8,-1,13,-4,-12,1
COC(=O)COc1ccc(S(=O)(=O)N2CCCCC2)cc1[N+](=O)[O-],-6,2,2,2,-5,-2,21,-3,11,-1,0
Cn1ccnc1SCC(=O)c1c[nH]c2ccccc12,23,-4,-5,-83,-101,-21,-28,-14,6,-119,0
O=C(Cn1cnc2scc(-c3ccccc3)c2c1=O)N1CCOCC1,12,-5,-7,-12,-4,-5,-6,7,-3,-3,-7
Cc1nn(C)c(C)c1CN(C)C(=O)c1cc2n(n1)C(C(F)(F)F)CC(c1cccs1)N2 (stereo unspecified),3,2,-7,6,1,4,24,5,8,5,0
CCOC(=O)c1c(C)oc2c1c(C=NC1CCS(=O)(=O)C1)c(O)c1ccccc12 (stereo unspecified),38,-9,-8,21,0,-4,-35,-1,1,0,-5
O=C(Nc1nnc([C@H]2C[C@H](O)[C@@H](CO)O2)s1)c1cccc(Oc2ccccc2)c1,0,13,-22,12,-4,-14,-7,-6,·,-15,-1
CC(=O)c1ccc(NC(=S)N2CCN(CCN3C(=O)c4cccc5cccc(c45)C3=O)CC2)cc1,-14,-7,13,6,13,-33,-3,-3,3,8,-2
Brc1cc2c(cc1/C=N/Nc1nc(N3CCCC3)nc(N3CCOCC3)n1)OCO2,-16,-4,-2,-8,-4,-17,4,6,-3,-16,9
CN(Cc1ccccc1)S(=O)(=O)c1ccc2c(c1)n(C)c(=O)c(=O)n2C,-5,-9,-3,10,6,-6,-11,1,-4,5,-6
Cn1nnc2cc(C(=O)NCc3ccc4c(c3)OCO4)ccc21,-1,-4,-3,-3,3,-13,7,-7,-6,-27,-3
Cc1[nH]n(-c2ccccc2)c(=O)c1C=Nc1ccc(S(N)(=O)=O)cc1,-7,-2,-7,7,8,-17,4,-9,0,-17,-3
Cc1ccc(-c2nnc(Cc3ccc(Cl)cc3)o2)cc1,-58,-6,-11,-51,-19,-51,-12,-59,4,-32,-3
CCOc1ccc2c3c(c(=O)oc2c1OCC)CCCC3,-12,1,-5,0,-26,4,5,-21,-2,-20,-6
O=C1C(=O)N(CCOCCO)C(c2ccccn2)/C1=C(\O)c1ccccc1 (stereo unspecified),-13,-3,4,-7,-3,-8,-1,-10,0,-20,-1
CCN(CCC(=O)O)c1ccccc1,7,-6,-7,3,-5,-16,6,4,-7,10,-2
COc1ccccc1N1CCN(c2cc(C)nc3nc(C)nn23)CC1,3,-4,-12,3,-12,8,7,-21,-1,-13,7
CCC(C)NC(=S)N(Cc1cc2cc(C)ccc2n2nnnc12)CC(C)(C)NC(C)C (stereo unspecified),4,9,3,-18,-19,-9,10,5,4,-3,16
CC(=O)COC(=O)C1CC(=O)N(c2ccc(C)c(C)c2)C1 (stereo unspecified),14,-9,11,15,7,20,-3,-5,-5,3,4
O=C(Cc1c(F)cccc1Cl)OCN1C(=O)c2ccccc2C1=O,-37,9,14,-23,-15,16,-30,24,-12,9,0
O=C(COc1ccc(S(=O)(=O)NCc2ccccc2)cc1)NCc1cccnc1,-3,1,-8,12,4,4,8,23,1,-26,14
Cc1ccc(C)c(N2CCN(CCCNC(=O)Cn3cccc3C(=O)c3ccccc3)CC2)c1,11,16,-3,5,6,21,11,4,-3,15,26
COc1ccc(CNC(=O)c2cnc3scc(C)n3c2=O)cc1,-21,0,-1,-3,-4,10,-18,4,14,0,-4
CCc1nc2ccccc2n1CC(=O)Nc1cc(C)on1,9,6,-3,-9,-7,-8,15,2,-7,5,-2
O=C(/C=C/c1cccs1)NCc1cccs1,-59,-4,0,-22,-41,-41,-7,-14,·,-77,-2
Cn1cnnc1SCc1ccc(C#N)cc1,0,-2,-2,5,-7,-2,16,-5,-11,3,-2
C(#CCN1CCOCC1)COCCCOC(c1ccccc1)c1ccccc1,9,-3,3,-6,3,5,11,7,-2,7,0
CCOc1cc(C2C(C#N)=C(N)SC(N)=C2C#N)ccc1OCCN1CCOCC1,11,0,1,11,11,1,6,-15,4,-5,-2
O=C(C1CCOCC1)N1CCCC(N2CCN(c3cccc(Cl)c3)CC2)C1 (stereo unspecified),-7,2,-5,1,1,12,-15,3,1,9,-3
CCN(C(=O)Cn1nc(C)c([N+](=O)[O-])c1C)c1c(N)n(Cc2ccccc2)c(=O)[nH]c1=O,3,-3,3,-4,18,-24,-8,13,1,-7,1
CC(C)C[C@@H]1CN=C(N)N1C[C@@H]1CCCN1C[C@H](C)N1C[C@@H](Cc2ccccc2)N(CCc2ccc(Cl)c(Cl)c2)C1=N,-4,27*,3,7,7,·,·,-15,2,-4,1
CCCN1CN(Cc2ccccc2)CNC1=S,-18,4,-13,4,-14,-3,4,2,-5,12,2
Cc1ccc(C(=O)NNC(=O)c2cccnc2SCc2cccc([N+](=O)[O-])c2)cc1,-62,1,3,-31,6,-24,13,-28,-15,-2,-3
CCN1C(=O)/C(=C\N2CCN(c3ccccc3)CC2)SC1=S,33,-3,2,-27,8,-12,-2,17,-1,3,-1
Cc1cccc(CCN2CCN=C2N(C)C)c1,12,7,6,-3,-5,1,-1,-4,2,-13,0
CCCCN(C)C(=O)c1sc(=O)n(Cc2ccccc2C#N)c1C,-8,1,3,2,2,-19,7,-4,·,8,-3
Cc1ccc(NC(=O)CSc2nnc(Cn3c(=O)sc4ccccc43)n2C)cc1Cl,10,-3,2,3,0,-11,1,-6,-1,0,-1
COC(=O)CSC(=S)N1C(C)CCCC1C (stereo unspecified),-6,-3,-6,-3,14,-15,-7,-5,4,-6,0

Reformatted: 2 of the compounds above.
CCN1C(=O)/C(=C\N2CCN(c3ccccc3)CC2)SC1=S
  TROY signal inh: 33
  ABHD5 PLIN5 PPI: -3
  NOD2 RIPK2 PPI: 2
  SRC3 inh: -27
  NR5A2 inv ag: 8
  SRC2 inh: -12
  COUP-TFII inh: -2
  TWEAK Fn14 block: 17
  TLR9-MyD88 block: -1
  SRC1 inh: 3
  Exocytosis inh: -1

Cc1cccc(CCN2CCN=C2N(C)C)c1
  TROY signal inh: 12
  ABHD5 PLIN5 PPI: 7
  NOD2 RIPK2 PPI: 6
  SRC3 inh: -3
  NR5A2 inv ag: -5
  SRC2 inh: 1
  COUP-TFII inh: -1
  TWEAK Fn14 block: -4
  TLR9-MyD88 block: 2
  SRC1 inh: -13
  Exocytosis inh: 0

(more compounds)
Compound,TROY signal inh,ABHD5 PLIN5 PPI,NOD2 RIPK2 PPI,SRC3 inh,NR5A2 inv ag,SRC2 inh,COUP-TFII inh,TWEAK Fn14 block,TLR9-MyD88 block,SRC1 inh,Exocytosis inh
Cc1cc(Nc2ccc(F)cc2C)n2nc(C)nc2n1,-13,0,0,13,26,4,3,4,-5,-2,0
CC(=O)N1CCc2c(sc(NC(=O)C3CCN(S(=O)(=O)c4cccs4)CC3)c2C(N)=O)C1,-5,2,4,12,20,-1,-5,-25,1,-3,1
CCCC(=O)N1CCC1(C)C(=O)NCc1ccc(SC)cc1 (stereo unspecified),7,0,-3,-5,-26,-39,3,6,·,10,-12
COc1cccc(CSc2nc(N)cc(N)n2)c1,-1,-6,-13,-15,-20,-7,8,8,-3,-36,-10
NC(=O)/C(=N\OC(=O)c1ccco1)c1nc(-c2ccc(Br)cc2)cs1,-9,-6,21*,-9,17,-20,-16,-7,36*,1,-4
CNC(=S)NNC(=O)c1sccc1OCc1ccccc1,-8,-5,-3,10,7,10,-16,-20,-6,4,0
COC(=O)CSc1ncnc2c1cnn2-c1ccc(C)cc1C,-17,-1,-6,14,19,-26,-1,-11,-4,5,0
Cc1nc2ccc(C(=O)NCCCn3ccnc3)cn2c1N(C)CC1CCCCC1,8,9,-7,-10,3,18,-10,-17,·,-3,20
CC1=C(C(=O)Nc2ccccc2)C(c2ccc(N(C)C)cc2)NC(=O)N1 (stereo unspecified),-10,1,0,14,-19,15,-5,3,3,10,-5
O=C(NCc1ccccn1)c1ccc2c(=O)n3nc(Nc4ccccc4)sc3nc2c1,-9,0,5,12,12,33,-10,-27,4,7,-3
COc1cc(C(=O)OCC(=O)NCCC2=CCCCC2)ccc1OCC(C)C,-5,-6,-4,-5,-5,-6,-17,-21,14,-20,-2
Cc1ccc(OCC(=O)c2ccc(Cl)s2)c([N+](=O)[O-])n1,-1,-6,-3,12,-10,11,4,6,0,-8,13
COc1ccc(NS(=O)(=O)c2ccc3oc(=O)ccc3c2)cc1,10,10,-11,14,-9,5,5,-12,-2,1,5
Cn1cnnc1SCC(=O)c1c(N)n(Cc2ccccc2)c(=O)n(C)c1=O,4,2,-1,9,1,-8,5,6,·,-11,-1
COc1ccc(NC(=O)CSc2nnc(-c3ccco3)c(-c3ccco3)n2)cc1OC,-18,16,6,14,-14,-14,-4,-12,-13,-6,-6
Cc1c(N=CN2CCOCC2)c(=O)n(C)c(=O)n1C,-9,0,-9,21,13,-24,-1,-11,-6,10,-5
C=CCOc1ccc(/C=N/NC(=O)CC(=O)NC2CCCCC2)cc1,6,-1,-1,3,-1,12,8,-9,6,5,-4
CC(=C/C(=O)O)/C(=C/c1ccccc1)C(=O)O,5,5,-6,6,-12,22,-7,-6,-2,0,6
COc1ccc(N=C2SC(CC(=O)Nc3ccccc3)C(=O)N2Cc2ccccn2)cc1 (stereo unspecified),-22,-4,-5,-8,0,7,21,-18,7,-17,-1
COc1ccccc1NS(=O)(=O)c1cccc(C(=O)NCC(c2ccc(F)cc2)N2CCOCC2)c1 (stereo unspecified),-6,-7,0,1,-3,-34,13,0,-6,0,-4
CCn1c(SCC(=O)NCc2ccco2)nc2c(c1=O)SC(C)C2 (stereo unspecified),6,14,-6,-21,-9,9,6,13,11,-3,2
O=c1[nH]c(N/N=C/c2cc3c(cc2[N+](=O)[O-])OCO3)nc2ccccc12,0,1,0,-18,-2,15,-31,-9,2,-5,-5
COc1ccc(CCN(C)S(=O)(=O)c2ccc(Cl)nc2)cc1OC,17,-3,5,0,5,-6,8,8,-1,4,-2
CCN(CC)S(=O)(=O)c1cc(NC(=O)c2ccccc2OCc2c(C)noc2C)ccc1C,-5,-8,-5,-23,-2,-18,-15,-11,0,-7,1

Compound activity deposited in PubChem by several laboratories.
